STEP inh: STEP (human) phosphatase inhibition; P54829; inhibition, % at 20 µM; recombinant STEP, OMFP fluorogenic substrate, fluorescence; AID 588621; 360,000 tested, 0.25% active;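 active = inhibition at 20 µM, scaled per plate between control wells, above about 37%, limit read from the data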;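 also: 0% = DMSO with enzyme and substrate and 100% = substrate only without enzyme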
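material = STEP tyrosine phosphatase | reagent = fluorogenic phosphatase substrate OMFP at 25 µM final | doses = single compound dose of 20 µM, 1% DMSO final | schedule = 20 min reaction, room temperature, in the dark | measured by = fluorescence, 480/540 nm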
Rpn11 block: blocks the human proteasome subunit Rpn11; AID 588493; human 26S proteasome, Ub4-pepOG fluorescence polarization; 20S core pre-blocked with epoxomicin; 360,000 tested, 0.59% active; calls only at 20 µM;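 active = inhibition at 20 µM, scaled to each plate's controls, above about 33%, limit read from the data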
Target sequence (O00487 whole entry, looked up): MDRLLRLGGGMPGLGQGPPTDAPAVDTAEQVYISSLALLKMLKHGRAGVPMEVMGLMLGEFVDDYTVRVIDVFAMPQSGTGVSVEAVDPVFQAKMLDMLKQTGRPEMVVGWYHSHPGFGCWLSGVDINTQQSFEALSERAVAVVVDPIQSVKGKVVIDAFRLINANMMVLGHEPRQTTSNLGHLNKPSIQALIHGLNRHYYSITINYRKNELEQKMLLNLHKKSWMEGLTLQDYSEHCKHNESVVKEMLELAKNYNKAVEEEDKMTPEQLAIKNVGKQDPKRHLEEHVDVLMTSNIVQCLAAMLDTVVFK
NadD inh: NadD (S. aureus) enzyme inhibition; purified NadD enzyme, colorimetric absorbance read-out; inhibition, % at 20 µM; 360,000 tested, 0.78% active; AID 602399; in the data active = inhibition above about 26%; also: some compounds past the cut are filed as inactive
CSN deneddyl inh: inhibitors of human CSN-mediated cullin deneddylation | Q92905 | Purified CSN, SCF-Nedd8-OG deneddylation, fluorescence polarization | inhibition, % at 12.5 µM | 360,000 tested, 0.38% active;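 active = pattern-corrected inhibition above about 35%, with an unprinted fluorescence ratio check between 0.5 and 1.5, limit read from the data, passing the limit was not always enough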;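 also: 0% = enzyme with substrate and 100% = substrate without enzyme; some results filed as inactive read as strong as hits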
Target sequence (Q92905 whole entry, looked up, one chain of several): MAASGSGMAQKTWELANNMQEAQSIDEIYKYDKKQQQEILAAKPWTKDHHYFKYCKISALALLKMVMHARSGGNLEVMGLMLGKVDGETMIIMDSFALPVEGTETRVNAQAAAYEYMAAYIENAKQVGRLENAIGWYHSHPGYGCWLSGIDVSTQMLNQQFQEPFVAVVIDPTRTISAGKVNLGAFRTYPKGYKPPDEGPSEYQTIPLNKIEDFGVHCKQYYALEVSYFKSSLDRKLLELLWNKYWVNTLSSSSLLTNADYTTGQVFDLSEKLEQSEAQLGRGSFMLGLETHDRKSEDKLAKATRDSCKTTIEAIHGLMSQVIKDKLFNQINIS
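Schedule: reaction 90 min, room temperature / Assay system: HEK293T-derived human Csn5 enzyme / Input: Csn5 at 0.24 nM final / Measure: inhibition of Csn5 cleavage, % / Control set: substrate-only high control, full reaction low control / Technique: fluorescence polarization of the substrate / Buffer or medium: Tris/NaCl/DTT buffer, pH 7.5 / Reagent: SCFSkp2-Nedd8OG substrate at 10 nM final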
Scp1 inh: Scp-1 (human) phosphatase inhibition | Recombinant Scp1, phosphopeptide, malachite green phosphate absorbance | inhibition, % at 20 µM | 340,000 tested, 0.88% active;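 active = inhibition above about 50% at 20 µM, limit read from the data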;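 also: plate controls were DMSO wells with enzyme for no effect and wells lacking enzyme for full effect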
Target sequence (Q9GZU7 76-261 limits assumed): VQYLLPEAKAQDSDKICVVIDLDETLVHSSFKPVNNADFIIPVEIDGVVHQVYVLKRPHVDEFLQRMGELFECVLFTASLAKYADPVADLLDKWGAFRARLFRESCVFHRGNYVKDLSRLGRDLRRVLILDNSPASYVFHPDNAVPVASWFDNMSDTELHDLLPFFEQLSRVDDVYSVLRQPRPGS
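Assay system: SCP-1 catalytic fragment, aa 76-261 | Buffer or medium: Tris acetate buffer pH 5.5 with MgCl2 and Tween-20 | Compound: One concentration, 20 µM, with 1.0% DMSO | Also added: Phospho 17-mer peptide substrate | Signal: Absorbance at 630 nm | Incubation: 45 min enzyme reaction at room temperature | Measure: % inhibition of SCP-1 phosphate liberation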
Tb MetRS inh: Trypanosoma brucei MetRS inhibition. AID 624268. purified T. brucei MetRS, ATP depletion, Kinase-Glo luminescence. 360,000 tested, 0.4% active. inhibition, % at 11.9 µM;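 active = inhibition above a per-plate cutoff of the control wells' mean inhibition plus 3 SD, cut at about 5.5% in these data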;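 also: 0% = DMSO wells median and 100% = median of wells with control inhibitor compound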
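technique = Kinase-Glo luminescence, ATP depletion format | system = purified MetRS (methionyl-tRNA synthetase) enzyme from Trypanosoma brucei | timing = 15 min preincubation, 2 h reaction, all 25 °C | evaluation = percent inhibition versus plate control medians | dosing = single dose, 11.9 µM final nominal, 0.9% final DMSO | also added = substrates ATP, L-methionine and bulk Escherichia coli tRNA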
PABP1 MLLE inh: inhibitors of microRNA-mediated deadenylation, human PABP1 MLLE binding | GST-MLLE / FITC-PAM2 fluorescence polarization | inhibition, % at 20 µM | P11940 | 360,000 tested, 0.36% active; in the data active = inhibition above about 35%, passing the limit was not always enough;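 also: plate controls were DMSO wells with GST-MLLE for no effect and wells lacking GST-MLLE protein for full effect; some results filed as inactive read as strong as hits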
LMPTP inh: blocks human LMPTP phosphatase; P24666; recombinant LMPTP-A, OMFP fluorogenic substrate, fluorescence intensity; 360,000 tested, 0.22% active; inhibition, % at 20 µM; AID 651560;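 active = compounds that cut the enzyme signal by at least half of the control window in the single-dose screen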;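 also: plate controls were DMSO wells with enzyme plus substrate for no effect and substrate without enzyme for full effect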
Target sequence (P24666 whole entry, looked up): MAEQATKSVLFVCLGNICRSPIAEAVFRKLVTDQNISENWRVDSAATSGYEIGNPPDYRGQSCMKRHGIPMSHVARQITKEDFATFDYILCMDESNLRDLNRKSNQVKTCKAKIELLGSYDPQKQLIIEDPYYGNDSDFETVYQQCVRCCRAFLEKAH
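Test system: LMPTP-A phosphatase enzyme; input: 0.625 nM LMPTP-A final; reagent: OMFP substrate, 400 µM final; compound dosing: 20 µM single dose, 3% DMSO; incubation: 50 min dark incubation at room temperature; measured by: endpoint fluorescence intensity from OMFP dephosphorylation; measure: % inhibition relative to no-enzyme and uninhibited control wells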
SUMO1-SIM PPI: SUMO1-SIM interaction modulation. SUMO1 binding to a labelled peptide, TR-FRET, 1 h. 360,000 tested, 0.33% active. P63165. inhibition, % at 20 µM. AID 602429; in the data active = inhibition above about 37%
DNMT1 block: blocks human DNA methyltransferase DNMT1 | P26358 | inhibition (reported as % activation of signal), % at 10 µM | DNMT1 molecular beacon, Hinp1I cleavage, fluorescence | 360,000 tested, 0.83% active; in the data active = inhibition above about 50%
* hit, by the source's call; i = inactive; · = not tested or not shown.

SMILES	STEP inh	Rpn11 block	NadD inh	CSN deneddyl inh	Scp1 inh	Tb MetRS inh	PABP1 MLLE inh	LMPTP inh	SUMO1-SIM PPI	DNMT1 block
COc1cc2[nH]c(=O)n(Cc3ccc(C(=O)N4CCC(N5CCCCC5)CC4)cc3)c(=O)c2cc1OC	-3	i	5	1	-9	0.3	-11	1.0	11	-2
CC(C)CNc1ncnc2c1ncn2[C@H]1CN(Cc2cccc3ccccc23)C[C@@H](CO)O1	-1	i	3	-2	·	-0.3	6	2.1	1	-3
N#Cc1c2ccc([N+](=O)[O-])cc2[n+]([O-])n1-c1ccccc1	3	i	3	-5	·	-0.4	-4	-0.3	-37	32
Cc1cc(N2C(=O)CCC2=O)n(-c2ccccc2)n1	-3	i	-5	0	-16	0.5	-5	-0.6	4	1
COC(=O)c1ccc(NC(=O)C2C3C=CC(O3)C2C(=O)O)cc1 (stereo not given)	-9	i	5	-4	6	-0.7	7	-1.0	0	3
Nc1nnc(SCC(=O)NCCNC(=O)CSc2nnc(N)s2)s1	-1	i	-2	6	-3	-0.2	37	-3.3	1	0
CC[C@@]12C(=O)N(c3cccc(Br)c3)C(=O)N1[C@H](c1ccc(Cl)cc1)[C@@H]1C(=O)N(C3CCCCC3)C(=O)[C@@H]12	-3	i	9	0	-11	-0.1	4	2.0	-1	-12
C=CCOC(=O)C1=C[C@H](c2csc3ccccc23)C[C@H](OCCCCO)O1	-2	i	5	1	-8	-0.4	7	-0.4	-6	-18
COc1ccccc1NC(=O)CCNC(=O)C1CCN(S(=O)(=O)c2ccccc2)CC1	-2	i	-3	-2	·	0.1	-9	-0.3	3	2
Nc1nc(NC(=O)c2cccs2)nn1-c1ccccc1	-7	i	-2	5	-5	-0.9	-3	-2.0	0	5
Cc1cc(NC(=O)c2ccccc2)n(-c2ccccc2)n1	-2	i	-6	0	-7	-0.1	9	-0.8	2	1
COc1cc(CNS(=O)(=O)c2ccc3c(c2)CC(C)N3C(=O)C2CCC2)cc(OC)c1OC (stereo not given)	-1	i	1	1	0	0.2	-9	0.3	-2	1
CCOc1ccc(OCCCC(=O)ON=C(N)c2ccccc2Cl)cc1	-1	i	-4	0	-5	-0.3	1	3.0	5	3
COc1ccc(C2c3c(-c4ccccc4)n[nH]c3C(=O)N2c2ccc(C(=O)O)cc2)cc1 (stereo not given)	-1	i	-2	4	42	-1.1	-7	0.2	1	-1
COc1ccc2c(c1)[C@H]1[C@H](CO2)[C@H](c2ccccc2)[C@]2(C)C(=O)Nc3ccc(Br)cc3C(=O)N12	1	i	23	0	0	-0.6	20	0.7	-23	-16
Cc1[nH]c2ccc(C(=O)NCCN3CCCCCC3)cc2c1C	5	i	18	6	-14	1.1	-30	5.0	-4	-13
CCCC(O)(CCN1CCOCC1)c1ccc(Cl)cc1 (stereo not given)	-1	i	-8	1	-4	-0.3	7	-1.4	0	2
CN(C)S(=O)(=O)N1CCN(S(=O)(=O)c2ccccc2)CC1	-3	i	-8	-3	-3	-0.1	1	-1.4	-1	1
Nc1ccn([C@@H]2O[C@H](COS(=O)(=O)O)[C@@H](O)[C@H]2O)c(=O)n1	1	i	-1	-2	7	-0.1	4	-0.7	1	7
CCOc1cc(/C=N/NC(=O)CCCC(=O)NC2CCCCC2)ccc1O	-2	i	1	-14	0	-1.1	23	1.0	-4	6
Cc1ccc(S(=O)(=O)N2CCN=C2SCc2ccccc2)cc1	0	i	-1	-4	-4	-0.5	28	1.4	5	-5
O=C(Nc1c2c(nn1-c1ccc([N+](=O)[O-])cc1)CS(=O)(=O)C2)c1ccccc1F	-1	i	0	-1	-7	0.2	1	-0.5	-22	-4
CC/C(=N\NC(=O)c1nnn(-c2nonc2N)c1-c1cccs1)c1ccccc1	0	i	2	-3	-8	0.3	-9	0.3	4	-5
COc1cccc(-c2nnn(CC(=O)Nc3cc(OC)c(NC(=O)c4ccco4)cc3OC)n2)c1	-4	i	-1	-4	-8	0.5	-1	0.7	4	-15
Cc1ccc(NC2SC(=O)N(Cc3cccc(C(=O)O)c3)C2=O)c(C)c1 (stereo not given)	1	i	-2	0	-11	-0.3	27	-1.0	1	2
COc1ccc(C(=O)N/N=C/c2ccccc2C(=O)O)cc1OC	-2	i	3	0	-13	-0.1	8	-0.3	-5	-2
COc1cccc(/C(C)=N/NC(=O)Cc2c(C)[nH][nH]c2=O)c1	-4	i	-5	-2	-5	-0.4	-12	-1.4	1	-1
Cc1cccc(NC(=O)CCCCCN2C(=O)c3ccccc3C2=O)n1	4	i	-7	4	6	-0.8	-2	-0.5	-7	0
COc1ccc(NC(=O)C2Cc3c(-c4cccc(C(N)=O)c4)ccnc3O2)cc1OC (stereo not given)	2	i	-1	-9	·	-1.0	-7	-1.7	2	2
CCCCN(C(=O)c1cccc(S(=O)(=O)N2CCN(C)CC2)c1)c1c(N)n(CC(C)C)c(=O)[nH]c1=O	-2	i	-2	4	5	-0.5	-3	-0.9	-1	3
COc1ccc(CNC(=O)c2cn(Cc3ccc(S(=O)(=O)N(C)C)cc3)c(=O)s2)cc1	-4	i	-4	1	·	-0.2	-1	-0.4	-2	3
COc1ccccc1/C=C\C(=O)NCC(=O)N/N=C(/C)c1cccc([N+](=O)[O-])c1	-1	i	1	2	-5	-0.7	-8	0.8	-24	-3
Cc1cc(C(=O)OCC(=O)Nc2c(F)cccc2F)c(C)n1-c1ccccc1	-3	i	-3	7	-11	-0.3	-2	1.2	-2	-2
CN(C)S(=O)(=O)Nc1cccc(NC(=O)CC23CC4CC(CC(C4)C2)C3)c1	-3	i	-10	0	-10	-0.1	9	0.1	-5	-1
CC(C)c1ccccc1OCCCCCNCCO	3	i	-4	3	-4	-0.7	-10	1.1	-2	6
O=C(NCc1ccco1)c1ccc2c(=O)n(-c3ccccc3)c(=S)[nH]c2c1	0	i	1	0	-8	0.1	-1	1.3	1	-6
Cc1cc(C(=O)NCc2cc(F)cc3c2OCOC3)nn1C	1	i	1	2	-7	0.1	7	-0.9	-2	-1
COc1ccccc1-n1c(SCC(=O)N(C)C2CCS(=O)(=O)C2)nc2ccccc2c1=O (stereo not given)	0	i	5	-2	-8	0.4	-15	-0.7	4	4
CCc1ccccc1OCc1nnc(N)s1	0	i	-2	-1	-5	-1.0	5	-1.4	0	-1
Cc1ccc(CC(=O)NCC(C)C)cc1	-5	i	-4	-4	-3	-0.6	5	-1.6	1	-2
O=C(NCCCn1ccnc1)/C(=C/c1cccnc1)NC(=O)c1ccco1	0	i	5	2	-14	-0.8	1	-5.8	-2	-1
OC(c1ccccc1)(c1nc(-c2cc(F)cc(F)c2)cs1)C(F)(F)F (stereo not given)	-2	i	-15	-6	·	-0.1	0	3.2	0	3
COCCNC(=O)CN(C(=O)Cn1nnc2ccccc21)c1ccc(C)c(F)c1	1	i	2	1	-2	0.2	-1	-0.7	-1	8
O=C(Nc1cccc(-c2nn[nH]n2)c1)c1ccc(Cl)s1	2	i	-6	3	-10	0.6	10	0.0	19	-2
CCC1(C(=O)OC)NC(c2cccc(F)c2)C2C(=O)N(C)C(=O)C21 (stereo not given)	1	i	-5	2	0	-1.4	-7	-1.6	0	-12
CCCn1nnc(NC(=O)c2sc3ccccc3c2Cl)n1	0	i	0	-3	7	0.3	-2	-0.7	2	2
CCOC(=O)c1c(C)oc2c1c(C=NC1CCS(=O)(=O)C1)c(O)c1ccccc12 (stereo not given)	1	i	-9	-3	-4	0.2	34	-0.4	-8	-6
O=C(C1CCN(c2ccc(N3CCOCC3)nn2)CC1)N1CCN(c2ccc(F)cc2)CC1	2	i	4	2	-7	0.4	-12	0.0	-10	-4
CCCCn1c(N)c(N(CCOC)C(=O)COC(=O)COc2cccc(C(C)=O)c2)c(=O)[nH]c1=O	1	i	-7	4	-6	-0.3	-11	-1.9	0	2
Cc1ccc(C(=O)Nc2ccc(N3CCOCC3)c3nonc23)cc1[N+](=O)[O-]	4	i	1	5	-3	-0.5	-1	1.6	-14	-10

Four compounds drawn at random from the list so far, as already listed:
SMILES	STEP inh	Rpn11 block	NadD inh	CSN deneddyl inh	Scp1 inh	Tb MetRS inh	PABP1 MLLE inh	LMPTP inh	SUMO1-SIM PPI	DNMT1 block
COCCNC(=O)CN(C(=O)Cn1nnc2ccccc21)c1ccc(C)c(F)c1	1	i	2	1	-2	0.2	-1	-0.7	-1	8
CCOC(=O)c1c(C)oc2c1c(C=NC1CCS(=O)(=O)C1)c(O)c1ccccc12 (stereo not given)	1	i	-9	-3	-4	0.2	34	-0.4	-8	-6
O=C(C1CCN(c2ccc(N3CCOCC3)nn2)CC1)N1CCN(c2ccc(F)cc2)CC1	2	i	4	2	-7	0.4	-12	0.0	-10	-4
CCC1(C(=O)OC)NC(c2cccc(F)c2)C2C(=O)N(C)C(=O)C21 (stereo not given)	1	i	-5	2	0	-1.4	-7	-1.6	0	-12

(more compounds)
SMILES	STEP inh	Rpn11 block	NadD inh	CSN deneddyl inh	Scp1 inh	Tb MetRS inh	PABP1 MLLE inh	LMPTP inh	SUMO1-SIM PPI	DNMT1 block
C/C(=N\Nc1cccc2cccnc12)c1ccccc1O	4	i	-5	-18	-5	0.6	-10	2.7	-9	-2
COc1ccc(NS(=O)(=O)c2ccc(N3CCOCC3)c(NC(=O)c3ccccc3Cl)c2)cc1	1	i	-3	-3	-4	-0.7	5	-0.7	4	-4
CCOC(=O)Cc1cc(=O)[nH]c(/N=C(\N)Nc2ccc(C)c(C)c2)n1	4	i	-8	3	-6	-0.6	17	-0.8	0	2
CCCSc1nc2cc(C)c(C)cc2n1CC(C)O (stereo not given)	-3	i	-6	-2	-3	-0.9	-10	0.1	-1	7
CCn1c(SCC(=O)Nc2cccc(C)c2)nc2nc3c(cc2c1=O)COC(C)(C)C3	2	i	0	-4	-5	-0.1	-6	1.2	2	-2
O=S(=O)(NC1CCN(Cc2ccccc2)CC1)c1ccc(F)c(F)c1	3	i	-4	-6	·	-0.3	-15	-1.2	1	-1

High-throughput results: PubChem BioAssay, several laboratories
